Sm TGR block: S. mansoni TGR enzyme inhibition; Potency, µM (titrated, usually from 114 µM), inactives show top-dose activity change, negative = inhibition, actives largely listed as inhibitors; hit rate 3% among 360,000; Q962Y6; AID 485364; purified TGR, DTNB reduction, TNB absorbance 405 nm; note: potency is the fitted concentration of half-maximal effect; nearly all actives have a fitted effect of over 60% in size
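First, TGR (20 nM dispensed) and NADPH were mixed with compound. Second, a 15 min room-temperature incubation followed. Third, further NADPH and then DTNB were added to start the reaction. Finally, TNB absorbance was monitored kinetically.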
AmpC detergent: AmpC beta-lactamase inhibition with detergent present. AmpC hydrolysis of nitrocefin, absorbance 480 nm, 0.01% Triton. Potency, µM (doses to about 114 µM), without a hit: at the top dose activity change, negative = inhibition, hits mostly inhibitors. hit rate 0.041% among 370,000;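 note: potency is the fitted concentration of half-maximal effect; 0% = no-compound wells and -100% = no-enzyme wells; nearly all actives have a fitted effect of over 25% in size; some results filed as inactive show a strong effect at the top dose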
Target sequence (P00811 whole entry, looked up): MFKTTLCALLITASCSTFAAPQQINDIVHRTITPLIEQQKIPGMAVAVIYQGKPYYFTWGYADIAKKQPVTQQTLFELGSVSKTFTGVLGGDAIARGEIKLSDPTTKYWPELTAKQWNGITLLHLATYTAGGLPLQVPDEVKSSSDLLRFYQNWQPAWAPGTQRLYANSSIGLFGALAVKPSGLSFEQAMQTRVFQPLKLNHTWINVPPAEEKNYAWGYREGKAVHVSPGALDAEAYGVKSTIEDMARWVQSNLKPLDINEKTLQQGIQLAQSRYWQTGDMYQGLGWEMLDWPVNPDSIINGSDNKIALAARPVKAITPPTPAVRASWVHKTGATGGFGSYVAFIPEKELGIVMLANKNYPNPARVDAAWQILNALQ
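AmpC (5.3 nM in the dispensed reagent) in 20 mM phosphate pH 7.0 with 0.01% (detergent screen) or 0.0001% Triton X-100 was preincubated with compounds for 15 min at room temperature. Nitrocefin was then added from an 800 uM solution, and hydrolysis was followed at 480 nm.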
HCV inhibitor: inhibitors of hepatitis C virus infection | Huh7.5.1 HCVcc-Cre infection, luciferase reporter, 44 h | Potency, µM (highest dose often 41.8 µM), inactives show at the top dose activity change, negative = inhibition, most hits filed as inhibitors | hit rate 3.4% among 340,000 | AID 651820; note: potency is the fitted concentration of half-maximal effect
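Cells (1,000/well) were plated 4 h before compound, then infected with HCVcc-Cre virus (~0.5 moi). After 44 h further culture, infection was read as luciferase luminescence following a 15 min substrate incubation at room temperature.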
HCMV antiviral: blocks human cytomegalovirus replication | hit rate 4.5% among 410,000 | activity change, negative = inhibition, % at 57.5 µM | HFF cells, HCMV-luciferase reporter, 72 h; hits give low values; in the data active = activity change below about -60%; inconclusive = no clear call, values can overlap the other calls; inactive = above about -39%
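Cell-based, HFFs, 1000 cells/well, 16 h 37C; cpds in DMSO + HCMV-luc, MOI 1 PFU/cell; 72 h 37C; OneGlo luminescence after 5 min RT; norm. to buffer vs Salinomycin 10uM.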
FBPA Giardia inh: Giardia lamblia aldolase inhibition; purified Giardia FBPA; Potency, µM (titrated, usually from 59.6 µM), for inactives: top-dose activity, negative = inhibition, usual class: inhibitors; hit rate 0.71% among 290,000; AID 2451; note: potency is the fitted concentration of half-maximal effect; nearly all actives have a fitted effect of over 55% in size
Target sequence (A8B2U2 whole entry, looked up): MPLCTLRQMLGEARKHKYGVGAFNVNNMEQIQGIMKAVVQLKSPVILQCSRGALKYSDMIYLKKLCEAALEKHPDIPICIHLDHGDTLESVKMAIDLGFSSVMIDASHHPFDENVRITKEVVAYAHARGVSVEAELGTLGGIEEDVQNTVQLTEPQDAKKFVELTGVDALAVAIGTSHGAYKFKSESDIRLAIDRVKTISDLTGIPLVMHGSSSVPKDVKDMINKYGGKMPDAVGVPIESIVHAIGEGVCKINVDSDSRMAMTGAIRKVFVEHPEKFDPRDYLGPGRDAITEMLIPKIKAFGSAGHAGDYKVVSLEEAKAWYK
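40 nM FBPA preincubated 10 min at RT with compound (up to 57.5 uM final), then substrate plus GAPDH/TPI/NAD/arsenate coupling and diaphorase/resazurin added. Fluorescence read after 20 min at RT, 525/598 nm.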
AmpC inh no detg: blocks E. coli AmpC beta-lactamase in detergent-free assay; AmpC nitrocefin hydrolysis, absorbance 480 nm, 0.0001% Triton; Potency, µM (titrated, usually from 57.1 µM), for the others: at the highest dose activity change, negative = inhibition, usual class: inhibitors; hit rate 0.52% among 330,000; AID 485341;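 note: potency is the fitted concentration of half-maximal effect; plate controls were no compound for no effect and no enzyme for full effect; nearly all actives have a fitted effect of over 20% in size; some results filed as inactive show a strong effect at the top dose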
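AmpC (5.3 nM in the dispensed reagent) in 20 mM phosphate pH 7.0 with 0.01% (detergent screen) or 0.0001% Triton X-100 was preincubated with compounds for 15 min at room temperature. Nitrocefin was then added from an 800 uM solution, and hydrolysis was followed at 480 nm.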
An asterisk follows results filed as active; ? = inconclusive; · = not tested or not shown; & = joins results of further samples; [ ] = remark or other dose. Unless noted, calls come from the whole dose curve; as a rule, active = well fitted curve in the direction sought with a large enough effect; inconclusive = small, poorly fitted or top-dose-only effect, or another doubt; inactive = no such curve, though single readings can be large; an effect the other way counts as inactive or inconclusive. Unless noted, % is set by controls: 0 for no effect and ±100 for the full control effect.

SMILES	Sm TGR block	AmpC detergent	HCV inhibitor	HCMV antiviral	FBPA Giardia inh	AmpC inh no detg
N#CCSc1ncnc2c1cnn2CCO	-25%	-7%	?	?	·	-5%
Clc1ccc(Cl)c2sc(N3CCCC3)nc12	?	10%	?	-10	13%	-8%
Cc1nnc2ccc(-c3ccc(NS(C)(=O)=O)cc3)nn12	2%	5%	0%	-13	0%	-5%
COc1cccc(/C=N/NC(=O)CCNc2n[nH]c(=O)[nH]c2=O)c1OC	·	1%	4%	3	1%	-17%
Cc1cc(C)c(NC(=O)CSc2nc(=O)n3cc(C)ccc3n2)c(C)c1	-2%	-13%	10%	1	·	-13%
CN(C)c1ccc(/C=N/NC(=O)c2nnn(-c3nonc3N)c2CN(C)c2ccccc2)cc1	-12%	-9%	14%	?	-8%	-22%
Cc1cn2c(=O)cc(COc3ccccc3NC(=O)c3ccccc3C)nc2s1	-3%	15%	·	-11	·	·
COc1cccc(NC(=O)c2ccccc2N(Cc2ccccc2)S(C)(=O)=O)c1	2%	?	10%	-6	5%	-21%
O=C(CCC1CCCC1)N=C1SC2CS(=O)(=O)CC2N1c1ccccc1F (configuration not stated)	-6%	-3%	-1%	?	·	2%
Cc1ccc2oc3c(c(=O)c2c1)C(c1ccc(O)cc1)N(Cc1ccc2c(c1)OCO2)C3=O (configuration not stated)	7%	23%	·	-1	·	·
CC1Cn2c(nc3c2c(=O)[nH]c(=O)n3C)O1 (configuration not stated)	8%	-16%	13%	-9	2%	-4%
COc1cc2c(cc1OC)C(c1ccccc1)N(C(=O)c1ccco1)CC2 (configuration not stated)	-24%	3%	1%	?	-1%	92%[activator]
CCOC(=O)C1CCN(c2cc(=O)n(-c3ccc(OC)cc3)c(=O)[nH]2)CC1	-1%	?	16%	-15	-5%	3.5µM*
Cc1ccccc1NC(=O)c1cc(S(=O)(=O)N2CCOCC2)ccc1F	-27%	-16%	-2%	69	2%	-3%
CCn1c(Cc2ccccc2)nnc1SCC(=O)Nc1nc(C)cs1	-2%	-6%	-5%	17	2%	-15%
Cc1cc(N2CCN(C(=O)c3ccco3)CC2)n2nc(C)nc2n1	-17%	-15%	7%	18	2%	-4%
CCCc1ccc2oc(C(=O)N3CCN(c4cnccn4)CC3)c(C)c2c1	-13%	-2%	-4%	5	·	148%[activator]
O=C(NC12CC3CC(CC(C3)C1)C2)c1ccc(N2CCNCC2)c([N+](=O)[O-])c1	4%	8%	?	3	4%	-9%
COc1ccc(/C=C(\C#N)C(=O)OCC(=O)Nc2c(C)cccc2C)cc1	0%	-6%	10%	-61*	1%	-36%
O=C(Nc1ccc(S(=O)(=O)NCc2ccco2)cc1)c1cccc(F)c1	?	1%	-21%	23	0%	-25%
O=[N+]([O-])c1ccc2nc(N3CCCC3)sc2c1	0%	-2%	?	62	-1%	4%
O=C(NCc1ccc(F)cc1)C1CCCN(C(=O)Nc2ccccc2)C1 (configuration not stated)	?	?	-7%	-23	2%	-10%
COc1cccc(C2c3c(C)nn(-c4ccc([N+](=O)[O-])cc4)c3N=C3C(=O)Nc4ccccc4N32)c1 (configuration not stated)	1%	-2%	?	-21	-1%	18%
CNC(=O)c1c(NC(NC(=O)c2ccco2)C(=O)c2ccc(Cl)cc2)sc2c1CCCC2 (configuration not stated)	25µM*	-2%	-12%	26	-28%	63%[activator]
CCc1ccc(NS(=O)(=O)c2ccc3[nH]cc(C(=O)NCc4ccc(C)cc4)c(=O)c3c2)cc1	20%	0%	·	-3	·	·

Single records, from the list above. Order of values: Sm TGR block, AmpC detergent, HCV inhibitor, HCMV antiviral, FBPA Giardia inh, AmpC inh no detg
Entry for O=C(NCc1ccc(F)cc1)C1CCCN(C(=O)Nc2ccccc2)C1 (configuration not stated) = ?, ?, -7%, -23, 2%, -10%
Entry for O=C(NC12CC3CC(CC(C3)C1)C2)c1ccc(N2CCNCC2)c([N+](=O)[O-])c1 = 4%, 8%, ?, 3, 4%, -9%

3 entries drawn at random from those above, as already listed:
SMILES	Sm TGR block	AmpC detergent	HCV inhibitor	HCMV antiviral	FBPA Giardia inh	AmpC inh no detg
O=C(CCC1CCCC1)N=C1SC2CS(=O)(=O)CC2N1c1ccccc1F (configuration not stated)	-6%	-3%	-1%	?	·	2%
COc1ccc(/C=C(\C#N)C(=O)OCC(=O)Nc2c(C)cccc2C)cc1	0%	-6%	10%	-61*	1%	-36%
N#CCSc1ncnc2c1cnn2CCO	-25%	-7%	?	?	·	-5%

Later entries
SMILES	Sm TGR block	AmpC detergent	HCV inhibitor	HCMV antiviral	FBPA Giardia inh	AmpC inh no detg
COc1ccc([C@]2(C(C)C)ON(c3ccccc3C(F)(F)F)C2=O)cc1	-12%	3%	?	2	·	-4%
Cc1cc2cc3c(cc2nc1SCC(=O)OC(C)C)OCO3	-10%	-11%	?	-10	6%	-34%
COc1ccccc1CNC(=O)c1cc2c(s1)-c1ccccc1OC2	0%	3%	·	31	·	·
CCOc1ccc(S(=O)(=O)NCc2ccco2)cc1	-24%	2%	0%	-24	6%	·
O=C(O)CCCN1C(=O)C2C3C=CC(C2C1=O)C1C(=O)N(CCCC(=O)O)C(=O)C31 (configuration not stated)	-1%	?	9%	-4	-9%	-21%
CSCCC(NS(=O)(=O)c1ccc(C)cc1)C(=O)Nc1ccc(C)cn1 (configuration not stated)	2%	3%	-9%	-28	·	-9%
CCN(CC)C(=O)CSc1nc2cc3c(cc2c(=O)n1CCCC(=O)NCc1ccc(OC)cc1)OCO3	5%&-1%	?	?	-14&34	5%	31%
Cc1sc(NC(=O)c2ccccc2)c(C#N)c1-c1ccccc1	-3%	-14%	?	-15	-15%	25µM*
COC(=O)c1c(C)noc1-c1snnc1C	1%	-3%	25%	-26	8%	-12%
COc1ccc(N(CC(=O)NC(C)c2ccccc2)S(=O)(=O)c2ccc(C)cc2)cc1 (configuration not stated)	-5%	-11%	-16%	-2	-3%	-8%
C=CCC[C@H](Cc1ccc(F)cc1)C(=O)OC[C@@H](Cc1c[nH]c2ccccc12)NC(=O)[C@H](CC=C)CC(=O)N[C@H](CO)Cc1ccccc1	·	·	?	0	·	2%
O=C(CCS(=O)(=O)c1cc2c3c(c1)CCN3C(=O)CC2)NCc1ccc(F)cc1	7%	-7%	·	-13	·	·
COc1ccc(/C=c2/sc3n(c2=O)C(c2ccccc2OC)C2=C(N=3)c3ccccc3CC2)cc1O (configuration not stated)	-13%	0%	?	-64*	-14%	-47%
COc1cccc(NC(=O)N2CCN(c3nnnn3-c3ccccc3)CC2)c1	-3%	4%	1%	-8	4%	-10%
COc1ccccc1CNC(=O)C1CCN(c2nc3ccccc3o2)CC1	11%	-1%	4%	7	0%	-14%
Cc1cccc(CNc2ccc(C(CC(N)=O)NC(=O)Cc3cccc4ccccc34)cc2[N+](=O)[O-])c1 (configuration not stated)	12%	6%	-29%	-79*	-1%	-9%
O=C(COC(=O)c1ccc([N+](=O)[O-])o1)NC1CCCCC1	·	·	2%	-12	·	-44%
O=c1c2ccccc2c(-c2ccccc2)nn1Cc1ccccc1	-3%	-5%	7%	42	11%	-27%
Cc1cc(NC(=O)Nc2nnc(N3CCCCC3)s2)ccc1Br	-1%	25%	·	24	·	·
Cc1ccc(CNC(=O)COC(=O)c2ccc(Cl)c(N)c2)cc1	-2%	9%	0%	-29	2%	-27%
CC1CC(NC(=O)c2ncn[nH]2)CC(C)(C)C1 (configuration not stated)	6%	1%	-21%	2	-14%	-6%
COC(=O)Cn1c(=O)c2c(nc(Br)n2Cc2ccccc2Cl)n(C)c1=O	33%	-14%	5%	16	17%	-32%
Cc1ccccc1S(=O)Cc1ccc(C(=O)NCCCN2CCCCC2)o1 (configuration not stated)	7%	0%	3%	-19	·	-11%
O=C(CCOc1ccccc1)Nc1ccc([N+](=O)[O-])cc1	-1%	2%	-9%	-20	2%	-28%
COc1ccc(NC(=O)c2ccc(-n3cnnn3)cc2)c([N+](=O)[O-])c1	1%	5%	6%	?	8%	-24%

Individual results from the list:
Cc1cccc(CNc2ccc(C(CC(N)=O)NC(=O)Cc3cccc4ccccc34)cc2[N+](=O)[O-])c1 (configuration not stated) in HCV inhibitor is listed with -29%
CCOC(=O)C1CCN(c2cc(=O)n(-c3ccc(OC)cc3)c(=O)[nH]2)CC1 in AmpC inh no detg is listed with 3.5µM*

Following part:
SMILES	Sm TGR block	AmpC detergent	HCV inhibitor	HCMV antiviral	FBPA Giardia inh	AmpC inh no detg
CC(C)NS(=O)(=O)c1ccc(OCC(=O)NCC2CCCO2)c(Cl)c1 (configuration not stated)	0%	2%	13%	-14	1%	-4%
Cc1ccc(N(CC(O)Cn2nc(C)cc2C)S(=O)(=O)c2ccc3ccccc3c2)cc1 (configuration not stated)	-1%	-8%	-29%	-36	-1%	49%
Cn1c(=O)c2cc3c(nc2n(C)c1=O)CC(c1ccccc1)CC3=O (configuration not stated)	13%	-1%	15%	-25	10%	-11%
CC(=O)C1=C(C)NC(C)=C(C(C)=O)C1c1cn(-c2ccccc2)nc1-c1cccs1	1%	?	-9%	85	-7%	-11%
CCOC(=O)C1C(c2ccc(O)c(OC)c2)NC(=O)NC1(O)C(F)(F)F (configuration not stated)	-4%	-8%	23%	11	4%	-4%
COc1ccc(-c2cc(C(F)(F)F)nc(SCC(=O)N3CC(C)OC(C)C3)n2)cc1OC (configuration not stated)	-14%	-7%	12%	-15	0%	-1%
CCCCCCSc1nsc(NC(=O)CC(C)C)n1	5%	-6%	-16%	34	-13%	-15%
COc1ccc(/C=C(\C#N)C(=O)C(C)(C)n2cncn2)cc1	6%	-10%	2%	-35	-4%	-35%
CCCN1CCN(c2ncc3c(n2)CCN(Cc2ccc(OC)c(OC)c2OC)C3)CC1	7%	9%	·	6	·	·
C=C(C)C(O)Cc1c(OC)ccc(C(=O)/C=C/c2ccc(O)cc2)c1O (configuration not stated)	·	·	?	14	·	-21%
CC(C)NC(=O)NC(=O)CSc1nncn1C	-11%	-4%	-13%	30	3%	-3%
COc1ccccc1N1CCN(C(=O)c2cnn3cccnc23)CC1	-2%	?	-5%	·	4%	-12%
O=C(CCN1C(=O)C2C3C=CC(C4CC34)C2C1=O)Oc1ccc(Br)cc1 (configuration not stated)	12%	-11%	-1%	-6	2%	-10%
Cc1ccc(Cl)cc1NC(=O)c1ccc(NC(=O)CCC(=O)O)cc1	5%	-1%	7%	-15	3%	-11%
O=c1c2ccccc2nc(-c2ccc(Cl)c(Cl)c2)n1O	6%	0%	-4%	-63*	-2%	-27%
COC(=O)C1=C(c2ccc(Cl)c(C(F)(F)F)c2)C[C@@H]2CC[C@H]1N2C(=O)NCc1cc(C)oc1C(F)(F)F	-28%	-6%	?	-11	·	0%
Nc1ncnc2c1ncn2[C@@H]1O[C@H](CNC(=O)[C@@H]2CCCN2S(=O)(=O)c2ccc(F)cc2)[C@@H](O)[C@H]1O	·	·	22%	-10	·	-2%
Cc1nn(-c2ccccc2)c(N2CCCC2)c1/C=C1\N=C(c2ccc(F)cc2)OC1=O	4%	6%	0%	-36	-3%	-32%
O=C(Cc1cccc(NC(=O)C2CCN(C(=O)C3CCCCC3)CC2)c1)Nc1cccc(C(=O)N2CCCC2)c1	-1%	8%	-27%	-3	·	114%[activator]
Cc1nc(N2CCOCC2)nc(OC(C)C)c1[N+](=O)[O-]	-5%	-9%	-12%	12	3%	-14%
